MCF10A rereplic: A quantitative high throughput screen for small molecules that induce DNA re-replication in MCF 10a normal breast cells; MCF 10A DNA re-replication, Hoechst nuclear intensity, 48 h; Potency, µM (series often up to 46.1 µM), inactives show at the top dose activity, positive = re-replication, actives largely listed as activators; AID 624296, 2012; hit rate 2.9% among 350,000; also: % of control where 0% means no effect; nearly all actives have a fitted effect of over 50% in size
HepG2 tox: qHTS for Inhibitors of TGF-b: Cytotox Counterscreen. HepG2 CAGA-GFP viability, ATP luminescence, 18 h. Potency, µM (doses to about 46.1 µM), without a hit: at the highest dose activity change, negative = cytotoxicity, actives largely listed as cytotoxic. hit rate 0.76% among 410,000. AID 588856, 2011; also: some results filed as inactive show a strong effect at the top dose
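HepG2 CAGA-GFP cells (1000/well, DMEM with 1% FBS) received compound, then TGF-beta at 500 pg/mL final, and were incubated 18 hours at 37 degrees C. Viability was read by CellTiter-Glo luminescence. Media-only wells were set as complete cell-killing and DMSO as no toxicity.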
EPAC2 antagonist: qHTS for Antagonist of cAMP-regulated guanine nucleotide exchange factor 2 (EPAC2): primary screen | EPAC2 GEF exchange of Rap1B-BODIPY-GDP, fluorescence | Potency, µM (highest dose often 114 µM), without a hit: top-dose activity, negative = inhibition, usual class: inhibitors | hit rate 0.18% among 360,000 | AID 720708, 2013; also: % is scaled to controls: 0 for no effect and ±100 for the full control effect; nearly all actives have a fitted effect of over 45% in size; many of its hits are not listed in these tables
Target sequence (Q8WZA2 whole entry, looked up): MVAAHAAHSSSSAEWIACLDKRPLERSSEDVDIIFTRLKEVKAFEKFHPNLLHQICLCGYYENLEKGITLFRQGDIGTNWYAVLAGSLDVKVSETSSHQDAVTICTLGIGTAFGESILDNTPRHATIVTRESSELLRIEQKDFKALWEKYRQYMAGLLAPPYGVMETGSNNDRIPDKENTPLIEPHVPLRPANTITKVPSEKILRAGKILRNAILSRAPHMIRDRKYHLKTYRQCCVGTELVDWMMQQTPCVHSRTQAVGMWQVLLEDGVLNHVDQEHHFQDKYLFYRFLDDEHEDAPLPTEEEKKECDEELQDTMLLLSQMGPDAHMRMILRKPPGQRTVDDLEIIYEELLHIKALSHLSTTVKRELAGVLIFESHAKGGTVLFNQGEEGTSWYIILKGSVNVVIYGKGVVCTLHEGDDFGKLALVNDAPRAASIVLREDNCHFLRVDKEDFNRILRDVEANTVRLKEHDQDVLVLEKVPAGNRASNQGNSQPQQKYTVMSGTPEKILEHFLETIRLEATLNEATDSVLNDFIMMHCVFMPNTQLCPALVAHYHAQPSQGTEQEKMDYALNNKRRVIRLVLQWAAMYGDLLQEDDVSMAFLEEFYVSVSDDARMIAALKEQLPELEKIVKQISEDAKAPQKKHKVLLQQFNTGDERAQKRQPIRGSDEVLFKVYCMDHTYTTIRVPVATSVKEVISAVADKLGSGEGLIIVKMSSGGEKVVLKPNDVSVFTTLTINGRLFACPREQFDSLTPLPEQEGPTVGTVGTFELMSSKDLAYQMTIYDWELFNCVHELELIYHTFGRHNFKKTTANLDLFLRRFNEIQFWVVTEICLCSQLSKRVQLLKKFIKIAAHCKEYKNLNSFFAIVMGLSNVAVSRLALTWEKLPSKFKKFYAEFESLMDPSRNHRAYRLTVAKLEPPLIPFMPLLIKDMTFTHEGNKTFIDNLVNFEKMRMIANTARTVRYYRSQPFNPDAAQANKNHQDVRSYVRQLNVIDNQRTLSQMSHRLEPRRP
Nrf2 inh: Nrf2 qHTS screen for inhibitors; Potency, µM (series often up to 46 µM), without a hit: at the top dose activity change, negative = inhibition, hits mostly inhibitors; hit rate 2.1% among 360,000; A549 ARE-Fluc reporter, luciferase luminescence, 18-24 h; also: % is scaled to controls: 0 for no effect and ±100 for the full control effect; nearly all actives have a fitted effect of over 60% in size
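Reporter: ARE-Fluc in A549. Exposure: 18-24 h, 37 °C, 5% CO2, 5% FBS OPTI-MEM. Readouts: fluorescent cytotoxicity (CellTiter-Fluor), then luminescent Nrf2 signal after BugLite.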
S2 tox: Viability Counterscreen for Primary qHTS for Inhibitors of ATXN expression; S2 cells (HEK-293 line with an ATXN2-luciferase reporter) viability, CellTiter-Fluor protease fluorescence, 24 h; Potency, µM (doses to about 56.7 µM), hits mostly cytotoxic; hit rate 0.49% among 400,000; AID 651635, 2014; also: nearly all actives have a fitted effect of over 40% in size
ATXN2 expr inh: Primary qHTS for Inhibitors of ATXN expression. HEK-293 ATXN2-luciferase reporter, luminescence, 24 h. Potency, µM (highest dose often 57 µM), for the others: at the top dose activity change, negative = inhibition, actives largely listed as inhibitors. hit rate 0.72% among 360,000; also: % is scaled to controls: 0 for no effect and ±100 for the full control effect; nearly all actives have a fitted effect of over 55% in size
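qHTS (up to 57 uM final) was run with 24 h compound exposure of reporter cells at 37 °C. Each well was multiplexed: SteadyGlo luminescence measured ATXN2-luciferase expression after a fluorogenic Gly-Phe-AFC viability readout (25 uM final).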
A549 viability: Nrf2 qHTS screen for inhibitors: counterscreen for cytotoxicity; A549 ARE-Fluc cells, CellTiter-Fluor viability, 18-24 h; Potency, µM (titrated, usually from 46 µM), for inactives: at the highest dose activity change, negative = cytotoxicity, hits mostly inhibitors; hit rate 0.16% among 390,000; AID 504648, 2011; also: % is scaled to controls: 0 for no effect and ±100 for the full control effect
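A549 ARE-Fluc cells in 5% FBS OPTI-MEM, 5000 cells/well, rested 2 h then exposed to compounds in concentration-response for 18-24 h at 37 °C. Viability by CellTiter-Fluor fluorescence (Ex 405/Em 525) after 30 min; luciferase luminescence (BugLite, 15 min, RT) read afterwards.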
Nrf2 activator: qHTS of Nrf2 Activators | AREc32 ARE-luciferase reporter (MCF7-derived line), luminescence, 24 h | Potency, µM (titrated, usually from 46.1 µM), inactives show at the top dose activation, usual class: activators | hit rate 0.31% among 410,000; also: % of control where 0% means no effect; nearly all actives have a fitted effect of over 65% in size
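AREc32 cells carrying an ARE-driven firefly luciferase reporter were seeded at 1000 cells/well in OPTI-MEM with 5% FBS, then exposed to compound for 24 hr at 37 deg C. Luminescence was read with Steady-Glo after 30 min at RT.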
TGFb SMAD3 inh: qHTS for Inhibitors of TGF-b; HepG2 CAGA-GFP TGF-b/SMAD3 reporter, GFP fluorescence, 18 h; TGF-beta stimulated, 500 pg/mL final; Potency, µM (top dose mostly 46.1 µM), for inactives: at the highest dose activity, negative = inhibition, hits mostly inhibitors; hit rate 1.2% among 410,000; also: % is scaled to controls: 0 for no effect and ±100 for the full control effect; nearly all actives have a fitted effect of over 65% in size
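Per well, imaged GFP fluorescence of HEPG2 CAGA-GFP cells gives the signal; cells get compound, then TGF-beta (500 pg/mL final), 18 h at 37 degrees C; %Activity versus -TGF-beta and +DMSO controls.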
An asterisk follows results filed as active; [ ] = dose if it differs, or a comment. Calls follow the shape of the dose curve; as a rule, active = well fitted curve in the direction sought with a large enough effect; inconclusive = small, poorly fitted or top-dose-only effect, or another doubt; inactive = no such curve, though single readings can be large; an effect the other way counts as inactive or inconclusive. Potency is read from the fitted curve at half-maximal effect.

`COc1ccc(NC(=O)C2CC(=O)NC(Nc3cccc(C)c3)=N2)cc1` (centres undefined) gave MCF10A rereplic -2%, HepG2 tox 9%, EPAC2 antagonist 16%, S2 tox inactive, ATXN2 expr inh 14%, A549 viability -3%, Nrf2 activator -0.5% and TGFb SMAD3 inh -9%.
`COc1ccc(S(=O)(=O)N(C)CC(=O)N2CCOCC2)cc1` gave MCF10A rereplic -1%, HepG2 tox -17%, EPAC2 antagonist -12%, Nrf2 inh 3%, S2 tox inactive, ATXN2 expr inh 4%, A549 viability 2%, Nrf2 activator 0.2% and TGFb SMAD3 inh -23%.
For CN(C)c1ccc(C2(O)C(=O)c3ccccc3C2=O)cc1 the results were MCF10A rereplic inconclusive, HepG2 tox 5%, EPAC2 antagonist -5%, Nrf2 inh 1%, S2 tox inconclusive, ATXN2 expr inh 0%, A549 viability -6%, Nrf2 activator 0.3% and TGFb SMAD3 inh 8%.
Screening O=C(Nc1ccc(S(=O)(=O)N2CCCCCC2)cc1)c1c(F)cccc1F returned MCF10A rereplic inconclusive, HepG2 tox -10%, EPAC2 antagonist -20%, Nrf2 inh -18%, S2 tox inactive, ATXN2 expr inh 6%, A549 viability 1%, Nrf2 activator 3.9% and TGFb SMAD3 inh -3%.
For C(=C\c1ccccc1)/CSc1nc2ncccc2[nH]1 the results were MCF10A rereplic -2%, HepG2 tox -1%, EPAC2 antagonist 0%, Nrf2 inh inconclusive, S2 tox inactive, ATXN2 expr inh 20%, A549 viability -2%, Nrf2 activator 0.1% and TGFb SMAD3 inh -12%.
FC(F)(F)C1=CC(c2ccc(Br)cc2)=NCCN1 was read as MCF10A rereplic 9%, HepG2 tox -19%, EPAC2 antagonist -6%, Nrf2 inh -21%, S2 tox inactive, ATXN2 expr inh -10%, A549 viability -12%, Nrf2 activator 0.7% and TGFb SMAD3 inh -7%.
`Cc1ccc(-c2nc3ccccn3c2Nc2ccc3c(c2)OCO3)o1` gave HepG2 tox -31%, Nrf2 inh 6%[9.27 µM], S2 tox inconclusive, ATXN2 expr inh -4%, A549 viability 1%, Nrf2 activator 8.4% and TGFb SMAD3 inh inconclusive.
`COc1ccc(C(=O)OCc2cc(C)ccc2C)cc1S(=O)(=O)N1CCCC1` gave MCF10A rereplic inconclusive, HepG2 tox 5%, EPAC2 antagonist -7%, Nrf2 inh -13%, S2 tox inactive, ATXN2 expr inh 3%, A549 viability 11%, Nrf2 activator 0.1% and TGFb SMAD3 inh -17%.
COc1cc(C(=S)N2CCCC2)cc(OC)c1OC was read as MCF10A rereplic 3.7µM*, HepG2 tox -26%, EPAC2 antagonist -2%, Nrf2 inh 0%, S2 tox inactive, ATXN2 expr inh -19%, A549 viability 2%, Nrf2 activator -0.2% and TGFb SMAD3 inh -17%.
Nc1nnc(SC2CCCC2)s1 was read as MCF10A rereplic -2%, HepG2 tox -14%, EPAC2 antagonist 1%, Nrf2 inh 6%, S2 tox inactive, ATXN2 expr inh 2%, A549 viability 12%, Nrf2 activator -0.2% and TGFb SMAD3 inh -7%.
N=C(N)SCc1ncccc1O was read as MCF10A rereplic 4%, HepG2 tox 0%, EPAC2 antagonist 0%, Nrf2 inh -7%, S2 tox inactive, ATXN2 expr inh 3%, A549 viability 0%, Nrf2 activator 0.1% and TGFb SMAD3 inh 6%.
For Nc1nc(CN2CCCCC2)cs1 the results were MCF10A rereplic 0%, HepG2 tox 4%, EPAC2 antagonist 1%, Nrf2 inh 2%, S2 tox inactive, ATXN2 expr inh -30%, A549 viability 2%, Nrf2 activator -0.4% and TGFb SMAD3 inh 12%.

Retrieved one by one from above (3):
FC(F)(F)C1=CC(c2ccc(Br)cc2)=NCCN1 was read as MCF10A rereplic 9%, HepG2 tox -19%, EPAC2 antagonist -6%, Nrf2 inh -21%, S2 tox inactive, ATXN2 expr inh -10%, A549 viability -12%, Nrf2 activator 0.7% and TGFb SMAD3 inh -7%.
`COc1ccc(NC(=O)C2CC(=O)NC(Nc3cccc(C)c3)=N2)cc1` (centres undefined) gave MCF10A rereplic -2%, HepG2 tox 9%, EPAC2 antagonist 16%, S2 tox inactive, ATXN2 expr inh 14%, A549 viability -3%, Nrf2 activator -0.5% and TGFb SMAD3 inh -9%.
For C(=C\c1ccccc1)/CSc1nc2ncccc2[nH]1 the results were MCF10A rereplic -2%, HepG2 tox -1%, EPAC2 antagonist 0%, Nrf2 inh inconclusive, S2 tox inactive, ATXN2 expr inh 20%, A549 viability -2%, Nrf2 activator 0.1% and TGFb SMAD3 inh -12%.

Next part:
Screening CCN(C(=O)COC(=O)c1oc2ccccc2c1C)c1c(N)n(Cc2ccccc2)c(=O)[nH]c1=O returned MCF10A rereplic 10%, HepG2 tox -36%, EPAC2 antagonist 15%, Nrf2 inh -3%, S2 tox inactive, ATXN2 expr inh 11%, A549 viability -3%, Nrf2 activator -1.3% and TGFb SMAD3 inh -2%.
For O=C(CN1CCOCC1)Nc1ccc(Oc2ccc(NC(=O)CN3CCOCC3)cc2)cc1 the results were MCF10A rereplic 2%, HepG2 tox 0%, EPAC2 antagonist 9%, Nrf2 inh 5%, S2 tox inactive, ATXN2 expr inh 11%, A549 viability 1%, Nrf2 activator -0.2% and TGFb SMAD3 inh -11%.
For COc1ccc(C(=O)n2nc(-c3ccccc3)nc2SC)cc1 the results were MCF10A rereplic 4%, HepG2 tox -34%, EPAC2 antagonist -2%, Nrf2 inh 1%, S2 tox inactive, ATXN2 expr inh -9%, A549 viability 3%, Nrf2 activator 2.2% and TGFb SMAD3 inh 27%.
`COc1ccccc1OCC(=O)Nc1ccc(S(=O)(=O)N2CCN(C)CC2)cc1` gave MCF10A rereplic 2%, HepG2 tox 10%, EPAC2 antagonist 12%, Nrf2 inh inconclusive, S2 tox inactive, ATXN2 expr inh 0%, A549 viability 2%, Nrf2 activator -0.2% and TGFb SMAD3 inh 10%.
COc1ccc(NS(=O)(=O)c2ccc(NC(=O)c3ccccc3)cc2)nn1 was read as MCF10A rereplic 22%, HepG2 tox 0%, EPAC2 antagonist 4%, Nrf2 inh inconclusive, S2 tox inactive, ATXN2 expr inh -13%, A549 viability 2%, Nrf2 activator -0.9% and TGFb SMAD3 inh 15%.
Screening Cc1cc(CNC(=O)[C@H](C)[C@@H]2C[C@@]2(C)[C@@H](NC(=O)OCc2ccccc2)c2ccccc2)nn1C returned MCF10A rereplic 10%, HepG2 tox -27%, EPAC2 antagonist -4%, Nrf2 inh -14%, S2 tox inactive, ATXN2 expr inh 0%, A549 viability 11%, Nrf2 activator -0.6% and TGFb SMAD3 inh -11%.
Screening Cc1ccc2nc(C)c(C(=O)N/N=C/c3cccs3)n2c1 returned MCF10A rereplic inconclusive, HepG2 tox -11%, EPAC2 antagonist 3%, Nrf2 inh 12%, S2 tox inactive, ATXN2 expr inh 11%, A549 viability -19%, Nrf2 activator 7.6% and TGFb SMAD3 inh -2%.
Screening Cc1ccc(S(=O)(=O)c2cn(Cc3cccc(C)c3)c3cc4c(cc3c2=O)OCO4)cc1 returned HepG2 tox -32%, Nrf2 inh inconclusive, S2 tox inactive, ATXN2 expr inh -2%, A549 viability 2%, Nrf2 activator 3.0% and TGFb SMAD3 inh inconclusive.
For CCOC(=O)c1c(C)n(-c2ccc(OC)cc2)c2ccc(OC(=O)COc3ccccc3)cc12 the results were HepG2 tox -30%, Nrf2 inh 3%, A549 viability -2%, Nrf2 activator -0.2% and TGFb SMAD3 inh inconclusive.
For CC(=O)c1cc(-c2ccc(F)cc2)n(CC(=O)NC(C)c2ccccc2)c1C (centres undefined) the results were HepG2 tox -28%, A549 viability 2%, Nrf2 activator 0.9% and TGFb SMAD3 inh 0%.
C/C(=C(/CCO)SSCC1CCCO1)N(C=O)Cc1cnc(C)nc1N (centres undefined) was read as MCF10A rereplic inconclusive, HepG2 tox -1%, EPAC2 antagonist 4%, Nrf2 inh 2%, S2 tox inactive, ATXN2 expr inh 17%, A549 viability -1%, Nrf2 activator 0.5% and TGFb SMAD3 inh -3%.
COc1ccc(C(=O)N2CCN(c3ccc([N+](=O)[O-])c(-n4nc(C)cc4C)c3)CC2)cc1 was read as MCF10A rereplic -1%, HepG2 tox 21%, EPAC2 antagonist 5%, Nrf2 inh 2%, S2 tox inconclusive, ATXN2 expr inh 2%, A549 viability -26%, Nrf2 activator 0.3% and TGFb SMAD3 inh inconclusive.
Screening Cc1ccccc1C(=O)NCC(=O)Nc1ccc(C)c(S(=O)(=O)N2CCCCCC2)c1 returned MCF10A rereplic 7%, HepG2 tox 3%, EPAC2 antagonist -4%, Nrf2 inh inconclusive, S2 tox inactive, ATXN2 expr inh -14%, A549 viability -7%, Nrf2 activator -0.7% and TGFb SMAD3 inh -10%.
Screening CC(=O)c1cc(C#N)c(SCc2ccncc2)nc1C returned MCF10A rereplic -1%, HepG2 tox 5%, EPAC2 antagonist 0%, Nrf2 inh 13%, S2 tox inactive, ATXN2 expr inh 15%, A549 viability -3%, Nrf2 activator 0.9% and TGFb SMAD3 inh -13%.
CCN1CCN(c2ccc(NC(=O)c3cccc(S(=O)(=O)N4CCCC4)c3)cc2)CC1 was read as MCF10A rereplic inconclusive, HepG2 tox 4%, EPAC2 antagonist 1%, Nrf2 inh 7%, S2 tox inconclusive, ATXN2 expr inh 5%, A549 viability -1%, Nrf2 activator 4.2% and TGFb SMAD3 inh 15%.
`Cc1ccc(S(=O)(=O)Nc2ccc(C(=O)Nc3ccncc3)cc2)cc1` gave MCF10A rereplic 15%, HepG2 tox -2%, EPAC2 antagonist 9%, Nrf2 inh -23%, S2 tox inactive, ATXN2 expr inh 5%, A549 viability -4%, Nrf2 activator 0.0% and TGFb SMAD3 inh 19%.

This is a subset (hit frequency here may not be typical).
